Screening data: PubChem, The Scripps Research Institute Molecular Screening Center
OX1R antag-1: blocks the human orexin 1 receptor. O43613. OX1R-expressing cells, FRET antagonist read-out. inhibition, % at 6.6 µM. 330,000 tested, 1.8% active. AID 485270; in the data active = inhibition mostly above about 38%, no sharp cut-off; inactive = mostly below about 40%;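 note: 0% = agonist challenge alone and 100% = reference antagonist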
Target sequence (O43613 whole entry, looked up): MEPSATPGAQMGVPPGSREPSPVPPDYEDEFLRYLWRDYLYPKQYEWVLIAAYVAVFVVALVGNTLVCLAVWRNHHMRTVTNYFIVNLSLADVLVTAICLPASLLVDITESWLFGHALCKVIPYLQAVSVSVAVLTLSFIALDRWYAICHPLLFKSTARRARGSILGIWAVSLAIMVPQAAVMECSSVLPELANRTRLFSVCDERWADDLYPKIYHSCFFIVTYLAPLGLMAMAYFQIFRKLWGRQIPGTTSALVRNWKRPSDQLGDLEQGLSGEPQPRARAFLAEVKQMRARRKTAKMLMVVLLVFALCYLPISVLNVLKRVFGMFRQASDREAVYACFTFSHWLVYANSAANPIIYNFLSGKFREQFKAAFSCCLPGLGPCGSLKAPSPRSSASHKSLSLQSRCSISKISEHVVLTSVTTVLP
OX1R antag-2: human HCRTR1 antagonism; AID 434989; inhibition, % at 5 µM; CHO/OX1R cells, Fluo-8 calcium fluorescence, orexin A; 330,000 tested, 0.43% active; O43613;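 active = inhibition above its plate's threshold, mean inhibition of all tested compounds on the plate plus 3 SD, cut at about 37% in these data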;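 note: 0% = orexin A challenge wells and 100% = SB-334867-A antagonist wells; not every result past the cut was called active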
* = called active by the depositor.

SMILES	OX1R antag-1	OX1R antag-2
O=C(COC(=O)/C=C/c1ccccc1)NNC(=O)c1ccc([N+](=O)[O-])cc1	32	-18
O=C1COc2ccc(S(=O)(=O)N3CCCC3)cc2N1	19	10
O=C(NCCc1nc2ccccc2[nH]1)c1ccc([N+](=O)[O-])cc1	22	4
Cc1c(C(=O)OCC(=O)N2c3ccccc3CC2C)oc2ccccc12 (centres undefined)	17	-9
Cc1cc2cc(CN(Cc3ccc4c(c3)OCO4)C(=O)c3ccco3)c(=O)[nH]c2cc1C	25	3
Cc1cc(C)c(C#N)c(SC(C(=O)NC(C)(C)C)c2ccccc2)n1 (centres undefined)	9	-34
O=C(NCc1cn(-c2ccccc2)nc1-c1ccccc1)c1cc([N+](=O)[O-])cc([N+](=O)[O-])c1	13	7
CC(C)CCN1CCN(Cc2ccc(C(F)(F)F)cc2)CC1CCO (centres undefined)	20	-14
COc1ccc(C=NNc2ccc([N+](=O)[O-])cc2S(=O)(=O)Nc2ccccc2C(=O)O)cc1OC	10	-15
CC(=O)Nc1ccc(NC(=O)C(NS(=O)(=O)c2cccc3nsnc23)C(C)C)cc1 (centres undefined)	56*	-25
CCOc1ccc2nc(NCCNC(=O)CC)c(C#N)cc2c1	31	-19
O=C(Nc1ccc(-c2ccc([N+](=O)[O-])cc2)cc1)c1ccccc1F	6	1
CC1Cc2ccccc2N1C(=S)NC(=O)C1(C)CC1(Cl)Cl (centres undefined)	9	-6
O=C(CCCn1c(=O)[nH]c2ccccc2c1=O)NCCSCc1ccccc1	26	-17
Cc1sc2ncnc(N3CCC(C(=O)Nc4nnc(SCc5ccccc5F)s4)CC3)c2c1C	16	-18
O=C(NNC(=S)NC(=O)c1ccccc1[N+](=O)[O-])c1ccccc1O	25	-16
COC(=O)c1cn(C(=O)c2ccccc2Cl)c2ccccc12	2	8
CN1CCCN(C(=O)CNC(=O)c2ccccc2F)CC1	2	-14
CCCN(CC(=O)Nc1ccc(C(N)=O)cc1)CC(=O)Nc1cc(Cl)ccc1Cl	16	-14
CC(=O)c1ccc(N(CC(=O)NC2CCCC2)C(=O)CNC(=O)c2cccs2)cc1	9	-67
CC(NC(=O)CCNS(=O)(=O)c1cccc2nonc12)c1ccccc1 (centres undefined)	30	-14
Cc1cccc(C)c1OCCN1CCOCC1	-7	-4
COc1cccc(NC(=O)NCc2ccc(F)cc2)c1	-6	-2
O=C(Nc1ccccc1Oc1ccccc1)c1ccccc1F	15	-35
COc1ccc(C(=O)O/N=C(\N)c2ccncc2)cc1OC	13	-6
O=C(c1ccc(-c2ccccc2)cc1)C1CCCN(C(=O)c2ccncc2)C1 (centres undefined)	9	-34
CC(C)NC(=O)CN1CCN(C(=O)CCl)CC1	10	7
CCCN(CC(=O)Nc1ccccc1OC)C(=O)Cc1ccccc1F	20	-7
CCOc1cccc2cc(C(=O)NCc3ccccc3)c(=N)oc12	13	-15
Cc1cc(C)c(C(=O)NC2CC(C)(C)Cc3c2cnn3-c2ccccc2)o1 (centres undefined)	18	-30
CC(C)(C)C(=O)CN1C(=O)NC2(CCc3ccccc32)C1=O (centres undefined)	5	-14
O=C(NCc1cccnc1)c1ccccc1-c1ccccc1	17	-16
COc1cccc(C(=O)NCCS(=O)(=O)NCc2ccco2)c1	15	-24
CSc1cccc(CN2CCC(CO)(Cc3ccccc3)CC2)c1	15	-33
O=C(NCCCCc1ccccc1)c1ccccc1Br	17	-18
CC1=C(C#N)C(C)C2=C(CC(C)(C)CC2=O)N1 (centres undefined)	13	-17
O=C(NCCCO)c1nnc(Cc2c(F)cccc2Cl)o1	8	2
O=C(COc1cc(O)c2c(=O)cc(-c3ccccc3)oc2c1)c1cccc([N+](=O)[O-])c1	9	-14
CC(=O)Nc1ccc(S(=O)(=O)N(C)c2ccc(OCC(=O)OCC(=O)NCc3ccco3)cc2)cc1	4	-9
O=C(CCN1C(=O)S/C(=C\c2ccccc2)C1=O)N1CCOCC1	56*	-8
O=C(Nc1ccc(N2CCOCC2)c(Cl)c1)c1ccc(Br)o1	16	15
C=CCSc1nc(C)cc(/C=C\c2ccccc2)c1C#N	10	-29
COc1ccccc1C(=O)Nc1ccc(S(=O)(=O)N2CCc3ccccc32)cc1	12	2
O=C(Cn1cc(C(F)(F)F)ccc1=O)NC1CCCC1	2	12
CC(=O)c1cc(CN2CCN(C3CCCCC3)C(CCO)C2)cs1 (centres undefined)	13	-13
COc1ccccc1C1CC(c2ccc(Br)cc2)=NN1C(=O)c1cccnc1 (centres undefined)	30	-22
Cc1ccc2nc(-c3cccc(Br)c3)cc(C(=O)Nn3cnnc3)c2c1	24	-9
CC1CN(C(=O)COC(=O)c2cc([N+](=O)[O-])ccc2Cl)CC(C)O1 (centres undefined)	41*	-2
COc1ccc(COC(=O)N/C=C/c2ccco2)cc1	20	-4
CCCc1cc(C(=O)Nc2cc(OC)c(Cl)cc2OC)no1	1	-31
COc1ccc(-c2csc(NC(=O)CSCC(=O)Nc3cc(C)on3)n2)cc1OC	11	-10
CC1(C(=O)N2CC3(CC(c4cccc(NC(=O)COc5ccc(Cl)cc5)c4)=NO3)C[C@@H]2C(N)=O)CC1 (some centres undefined)	11	-14
Cc1ccc(N2CC(C(=O)N/N=C/c3c(F)cccc3Cl)CC2=O)cc1 (centres undefined)	5	-13
Cc1ncc(CN=Cc2ccc(Cl)cc2)c(N)n1	1	-5
O=C(NCc1cccnc1)C1CC(c2ccc(Cl)c(Cl)c2)=NO1 (centres undefined)	5	23
COc1ccccc1OCC(=O)NN=C(Cc1ccccc1)Cc1ccccc1	6	-22
CC1Cc2ccccc2N1C(=O)CO/N=C/c1ccc(OC(F)F)cc1 (centres undefined)	15	-8
CCOc1ccc(S(=O)(=O)N(C)c2ccc(OCC(=O)NC3=NCCS3)cc2)cc1	5	-23
Cc1cc(-c2nc3ncccc3o2)ccc1NC(=S)NC(=O)C(C)C	21	-9
Cc1cc(=O)[nH]c(SCC(=O)Nc2ccc(F)cc2)c1C#N	29	-12

Next section.
SMILES	OX1R antag-1	OX1R antag-2
Cc1ccc(OCC(=O)O/N=C(\N)c2ccccn2)cc1	26	8
CC(OC(=O)Cn1[nH]c(=O)c2ccccc2c1=O)C(=O)Nc1cccc(Cl)c1 (centres undefined)	20	-28
N#Cc1ccccc1NC(=O)COC(=O)COc1ccccc1[N+](=O)[O-]	20	-1
Cc1ccc(-n2nc(C)c3c(=O)[nH]c(C(F)(F)F)nc32)cc1	7	-17
O=C(NCc1ccco1)C1CCN(C(=O)Cc2ccccc2)CC1	4	-7
CCOC(=O)c1c(NC(=O)CN2C(=O)NC3(CCC(C)CC3)C2=O)sc(C)c1-c1ccc(C)cc1 (centres undefined)	15	-22
Cc1cc(N(C)C)c(C#N)c(N2CCCCC2)n1	8	-4
O=C(COC(=O)c1ccc([N+](=O)[O-])o1)NC1CCCC1	32	-1
COc1ccc(CCNC(=O)c2ccc(-c3ccc([N+](=O)[O-])cc3Cl)o2)cc1OC	29	-18
O=C(CN1C(=O)NC2(CCCC2)C1=O)Nc1ccc(F)c([N+](=O)[O-])c1	33	-16
CCOc1ccccc1N(C)C(=O)c1nn(-c2ccc(OC)cc2OC)c(=O)c2ccccc12	2	-43
COc1cc2nc(CN3CCN(S(=O)(=O)c4c(F)cccc4F)CC3)[nH]c(=O)c2cc1OC	10	-27
Cc1ccc(Sc2ccc(/C=N/O)cc2[N+](=O)[O-])cc1	24	9
Cc1ccc(NC(=S)Nc2cccc3cnccc23)c(C)c1	43	-15
CC1=C(C(=O)OCCNC(=O)c2cccnc2)C(c2cccc([N+](=O)[O-])c2)C(C(=O)OCCN(C)C)=C(C)N1 (centres undefined)	24	-11
CCOc1ccc(OCC)c(S(=O)(=O)N2CCOCC2)c1	40	18
FC(F)(F)c1cnc(-c2cnc(-c3ccccn3)nc2)c(Cl)c1	16	-5
O=C(CN1C(=O)c2cccnc2Oc2ccc(Cl)cc21)Nc1ccc(F)cc1	1	-20
Cc1ccc(CN2CCN(/N=C\C=C\c3ccccc3)CC2)cc1	7	-12
COC(=O)c1cccnc1N1CCN(c2ccccc2F)CC1	4	-13
Cn1c(CNC(=O)Cc2ccc3c(c2)OCO3)nnc1SCc1ccccc1	8	-20
CNC(=O)NC(=O)C(C)OC(=O)c1oc2ccccc2c1CSc1ccc(Cl)cc1 (centres undefined)	8	-43
Cc1onc(-c2c(F)cccc2Cl)c1C(=O)OCC(=O)NC(=O)NCC(C)C	26	-23
O=C(O)[C@@H]1CCCN1C(=O)c1ccco1	11	15
COc1ccc(-c2nnc(NC(=O)c3ccc4c(c3)OCCO4)o2)cc1	13	-16
COc1ccc(/C=C/C(=O)N[C@@H](C)C(=O)O)cc1	29	7
CCOc1ccc(S(=O)(=O)N2CCN(C(=O)CN3C(=O)NC(C)(C)C3=O)CC2)cc1	5	-20
Cc1noc(C)c1NC(=O)N(C)C[C@H]1Oc2c(NS(=O)(=O)c3cn(C)cn3)cccc2C(=O)N([C@H](C)CO)C[C@@H]1C	1	-6
Cc1nn(Cc2ccccc2)c2ncccc12	2	-8
O=C(N/N=C/c1c(O)ccc2ccccc12)c1cccc(C(F)(F)F)c1	36	56*

A second format for 23 compounds above:
canonical_smiles,OX1R antag-1,OX1R antag-2
O=C(COC(=O)c1ccc([N+](=O)[O-])o1)NC1CCCC1,32,-1
COc1ccc(CCNC(=O)c2ccc(-c3ccc([N+](=O)[O-])cc3Cl)o2)cc1OC,29,-18
O=C(CN1C(=O)NC2(CCCC2)C1=O)Nc1ccc(F)c([N+](=O)[O-])c1,33,-16
CCOc1ccccc1N(C)C(=O)c1nn(-c2ccc(OC)cc2OC)c(=O)c2ccccc12,2,-43
COc1cc2nc(CN3CCN(S(=O)(=O)c4c(F)cccc4F)CC3)[nH]c(=O)c2cc1OC,10,-27
Cc1ccc(Sc2ccc(/C=N/O)cc2[N+](=O)[O-])cc1,24,9
Cc1ccc(NC(=S)Nc2cccc3cnccc23)c(C)c1,43,-15
CC1=C(C(=O)OCCNC(=O)c2cccnc2)C(c2cccc([N+](=O)[O-])c2)C(C(=O)OCCN(C)C)=C(C)N1 (centres undefined),24,-11
CCOc1ccc(OCC)c(S(=O)(=O)N2CCOCC2)c1,40,18
FC(F)(F)c1cnc(-c2cnc(-c3ccccn3)nc2)c(Cl)c1,16,-5
O=C(CN1C(=O)c2cccnc2Oc2ccc(Cl)cc21)Nc1ccc(F)cc1,1,-20
Cc1ccc(CN2CCN(/N=C\C=C\c3ccccc3)CC2)cc1,7,-12
COC(=O)c1cccnc1N1CCN(c2ccccc2F)CC1,4,-13
Cn1c(CNC(=O)Cc2ccc3c(c2)OCO3)nnc1SCc1ccccc1,8,-20
CNC(=O)NC(=O)C(C)OC(=O)c1oc2ccccc2c1CSc1ccc(Cl)cc1 (centres undefined),8,-43
Cc1onc(-c2c(F)cccc2Cl)c1C(=O)OCC(=O)NC(=O)NCC(C)C,26,-23
O=C(O)[C@@H]1CCCN1C(=O)c1ccco1,11,15
COc1ccc(-c2nnc(NC(=O)c3ccc4c(c3)OCCO4)o2)cc1,13,-16
COc1ccc(/C=C/C(=O)N[C@@H](C)C(=O)O)cc1,29,7
CCOc1ccc(S(=O)(=O)N2CCN(C(=O)CN3C(=O)NC(C)(C)C3=O)CC2)cc1,5,-20
Cc1noc(C)c1NC(=O)N(C)C[C@H]1Oc2c(NS(=O)(=O)c3cn(C)cn3)cccc2C(=O)N([C@H](C)CO)C[C@@H]1C,1,-6
Cc1nn(Cc2ccccc2)c2ncccc12,2,-8
O=C(N/N=C/c1c(O)ccc2ccccc12)c1cccc(C(F)(F)F)c1,36,56*

Additional structures follow:
SMILES	OX1R antag-1	OX1R antag-2
CCC1CCCCN1C(=O)c1ccc(OC2CCN(C(=O)CCOC)CC2)cc1 (centres undefined)	0	-18
O=C(O)CCS(=O)(=O)c1cc(Br)cc2c1N(C(=O)C1CC1)CC2	9	-10
COc1cccc(C(=O)NCCCNC(=O)c2cccc(OC)c2)c1	9	-2
CC(=O)Oc1ccc(/C=N\NC(=O)c2cc3c(ccc4ccccc43)o2)cc1	8	-6
COc1ccccc1C(=O)NCC(=O)NNC(=O)c1cccs1	8	-1
O=C(Nc1ccc(C(=O)N2CCCC(CO)C2)cc1)c1ccc(Br)o1 (centres undefined)	1	-2
